# MRP reversal – reverses drug resistance mediated by MRP. 85,000 tested, 0.04% active. differential viability (reversal), % at 10 µM. H69AR cells + 2 uM doxorubicin, CellTiter-Glo, 72 h;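 active = viability drop by adding the cancer drug above about 55%, with treated viability meeting a 40% cutoff, limit read from the data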;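 also: viability without doxorubicin minus viability with 2 µM doxorubicin for each compound; larger differential means the compound sensitizes cells more to doxorubicin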
# PLAP inhibitors HTS – PLAP enzyme inhibitors, biochemical, luminescence, HTS (AID 690); purified PLAP, luminescent substrate; higher % means a stronger effect; inhibition, % at 20 µM; hits with a dose series show IC50 in µM; 96,000 tested, 0.08% active; in the data active = a potency from the dose series; inactive = the rest, 99 in 100 with inhibition below about 30%; also: strong numbers were not always called active
# Bcl-B displacement – displacers of TR3 peptide from Bcl-B, primary screen, selectivity assay for Bfl-1 inhibitor project, biochemical, fluorescence polarization | FP displacement of FITC-TR3 peptide from Bcl-B; higher % means a stronger effect | displacement, % at 20 µM; hits with a dose series show IC50 in µM | 96,000 tested, 0.11% active | AID 748;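 active = displacement above 50% at 20 µM plus a fluorescence interference ratio under 1.5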;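 also: plate controls were wells without compound for no effect and wells lacking Bcl-B protein for full effect; a part of the inactive calls stands beside numbers as strong as those of hits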
# NFkB transloc pot – enhances IL-1B driven NFkB nuclear translocation. HUVEC IL-1B NFkB p65 nuclear translocation imaging. activation, % at 2 µM. 94,000 tested, 0.3% active;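 active = activation above 40%, about the mean plus 3 SD, also judged a hit on visual image review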;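 also: percent activation is computed from the nuclear over cytoplasmic p65 intensity ratio; values of inactives mirror those of a sister screen read the other way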
# IL1B NFkB inh – blocks IL-1B driven NFkB nuclear translocation in HUVEC cells; inhibition, % at 2 µM; 94,000 tested, 0.43% active; AID 796; HUVEC IL-1B NFkB p65 nuclear translocation imaging;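 active = inhibition above about 30% together with a positive call from visual inspection of the well image, limit read from the data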;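 also: nuclear over cytoplasmic p65 intensity ratio measured by imaging; 0% = IL-1B stimulated DMSO wells and 100% = unstimulated DMSO wells; values of inactives mirror those of a sister screen read the other way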
# MRP reversal cytotoxicity – recorded beside MRP reversal, whose call it bears; viability, %; H69AR cells, CellTiter-Glo, 72 h; measured here: cytotoxicity without doxorubicin
# MRP reversal with doxorubicin – further read-out of MRP reversal, marked with its call; viability, %; measured here: viability with 2 uM doxorubicin; hits give low values
# IL1B NFkB inh cell count 2 µM – also measured in IL1B NFkB inh; calls as there; cell count; measured here: cells passing quality filter;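 raw number of nuclei counted in each imaged well without normalization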
# NFkB transloc pot cell count 2 µM – second read-out of NFkB transloc pot, no call of its own (marks repeat the call); cell count; measured here: cells passing quality filter
# Numbers without * were called inactive; x = no result given. These rows are one share of the data (hit frequency here may not be typical).
SMILES,MRP reversal,MRP reversal cytotoxicity,MRP reversal with doxorubicin,PLAP inhibitors HTS,Bcl-B displacement,NFkB transloc pot,NFkB transloc pot cell count 2 µM,IL1B NFkB inh,IL1B NFkB inh cell count 2 µM
Cc1ccn(Cc2n[nH]c(=S)n2Cc2ccccc2)n1,7,102,95,-23%,6%,2,71,-2,71
O=C(CN1CCC(c2nc3ccccc3s2)CC1)NCc1ccccc1,0,80,81,x,x,-4,108,4,108
CC(C)CN1CN(S(=O)(=O)c2cccs2)c2nc3ccccc3nc21,-6,64,69,11%,0%,13,167,-13,167
COC(=O)COc1ccc(S(=O)(=O)Nc2ccc(NC(C)=O)cc2)cc1C,4,98,94,-2%,-2%,-3,170,3,170
O=S(=O)(c1ccccc1)c1nc(-c2ccco2)oc1NCCN1CCOCC1,7,98,91,5%,-6%,-9,170,9,170
CCOC(=O)N1CCN(C(=O)CCSc2ccc(Cl)cc2)CC1,7,107,100,x,x,12,125,-12,125
CC(C)C(=O)NC(NCC1CCCO1)C(Cl)(Cl)Cl (configuration not stated),x,x,x,-17%,2%,28,130,-28,130
Cc1onc(-c2ccccc2)c1C(=O)OCC(=O)Nc1ccc2c(c1)OCO2,13,105,91,17%,3%,4,206,-4,206
O=C(COc1ccc(Cl)cc1Cl)NCCCN1CCOCC1,0,100,100,-17%,9%,-9,77,9,77
CCOC(=O)C(CC)n1cnc2sc3c(c2c1=O)CCC3 (configuration not stated),x,x,x,-7%,-29%,-7,103,7,103
CC1Cn2c(nnc2-c2cccc(N)c2)S1 (configuration not stated),-4,97,101,-11%,0%,x,x,x,x
COc1ccc2nc(NC(=O)C3CCN(S(=O)(=O)c4cccnc4)CC3)sc2c1,-11,44,55,25%,1%,13,113,-13,113
CC(=O)Oc1ccc2ccccc2c1C(NC(=O)C(C)C)c1cccc([N+](=O)[O-])c1 (configuration not stated),-1,91,91,-79%,-2%,2,158,-2,158
COc1cccc(-n2c(SCC(=O)N3c4ccccc4CC3C)nnc2-c2ccco2)c1 (configuration not stated),x,x,x,-60%,-1%,-3,140,3,140
C=CCn1c(SCC(=O)NCC2CCCO2)nnc1C1CCCCC1 (configuration not stated),22,106,84,-38%,0%,13,116,-13,116
COC(=O)c1cn(NC(=O)c2ccc(OC)c(OC)c2)c(=O)c2ccccc12,x,x,x,-12%,-1%,-39,157,39*,157*
CCC(C)(C)C1CCc2c(sc(NC(=O)c3cccs3)c2C(N)=O)C1 (configuration not stated),-14,81,94,19%,11%,-7,152,8,152
COC(=O)C(Cc1c[nH]c2ccccc12)NC(C)=O (configuration not stated),1,93,92,x,x,3,112,-3,112
CCCOc1cccc(C(=O)Nc2cccc(NC(=O)c3ccco3)c2)c1,-2,72,74,30%,3%,0,190,0,190
Cc1ccc(OCC(=O)Nc2ccc(N3CCCC3)cc2)cc1C,1,93,92,-42%,41µM*,5,165,-5,165
O=c1oc2cc(OCc3ccc(C(F)(F)F)cc3)ccc2cc1-c1ccccn1,x,x,x,6%,6%,-7,109,7,109
Cc1cc(C(=O)CSc2n[nH]c(-c3ccccc3F)n2)c(C)n1Cc1cccs1,18,103,85,-45%,-3%,14,219,-14,219
Cc1cccc(N2CCN(S(=O)(=O)c3c(C)[nH]c(=O)[nH]c3=O)CC2)c1C,11,100,88,6%,2%,18,189,-18,189
CCS(=O)(=O)N1CCN(c2nc(-c3ccccc3)cs2)CC1,5,88,83,-32%,-26%,x,x,x,x
CC(=O)CC1(O)C(=O)N(Cc2ccccc2)c2ccccc21 (configuration not stated),4,91,87,7%,-5%,3,144,-3,144

# Among those listed so far, these contain four or more nitrogen atoms:
SMILES,MRP reversal,MRP reversal cytotoxicity,MRP reversal with doxorubicin,PLAP inhibitors HTS,Bcl-B displacement,NFkB transloc pot,NFkB transloc pot cell count 2 µM,IL1B NFkB inh,IL1B NFkB inh cell count 2 µM
Cc1ccn(Cc2n[nH]c(=S)n2Cc2ccccc2)n1,7,102,95,-23%,6%,2,71,-2,71
CC(C)CN1CN(S(=O)(=O)c2cccs2)c2nc3ccccc3nc21,-6,64,69,11%,0%,13,167,-13,167
CC1Cn2c(nnc2-c2cccc(N)c2)S1 (configuration not stated),-4,97,101,-11%,0%,x,x,x,x
COc1ccc2nc(NC(=O)C3CCN(S(=O)(=O)c4cccnc4)CC3)sc2c1,-11,44,55,25%,1%,13,113,-13,113
COc1cccc(-n2c(SCC(=O)N3c4ccccc4CC3C)nnc2-c2ccco2)c1 (configuration not stated),x,x,x,-60%,-1%,-3,140,3,140
C=CCn1c(SCC(=O)NCC2CCCO2)nnc1C1CCCCC1 (configuration not stated),22,106,84,-38%,0%,13,116,-13,116
Cc1cc(C(=O)CSc2n[nH]c(-c3ccccc3F)n2)c(C)n1Cc1cccs1,18,103,85,-45%,-3%,14,219,-14,219
Cc1cccc(N2CCN(S(=O)(=O)c3c(C)[nH]c(=O)[nH]c3=O)CC2)c1C,11,100,88,6%,2%,18,189,-18,189

# Continued:
SMILES,MRP reversal,MRP reversal cytotoxicity,MRP reversal with doxorubicin,PLAP inhibitors HTS,Bcl-B displacement,NFkB transloc pot,NFkB transloc pot cell count 2 µM,IL1B NFkB inh,IL1B NFkB inh cell count 2 µM
CC1CCN(C(=O)CSc2nncn2C)CC1,0,94,94,7%,-2%,0,161,0,161
Cc1ccc(Cl)cc1N1CCN(C(=O)COc2ccc(S(=O)(=O)NC(C)C)cc2)CC1,-19,52,71,-70%,12%,1,163,-1,163
Cc1nc(Nc2ccc3c(c2)OCO3)c2oc3ccccc3c2n1,x,x,x,13%,10%,5,95,-5,95
CCN(C(=O)c1coc(=O)c(Br)c1)c1ccc2c(c1)OCO2,0,2,2,-4%,78%,3,75,-3,75
O=C1CCC(C(=O)Nc2ccc(OC(F)F)cc2)N1 (configuration not stated),3,97,95,20%,-4%,-15,118,15,118
Cc1nc(NC(=O)CSc2nc3cccnc3n2C2CCCCC2)sc1C,-4,29,33,-25%,-62%,1,196,-1,196
CCn1c(C(=O)N2CCc3ccccc3C2)cc2sccc21,17,90,73,-38%,-1%,3,156,-3,156
CC(C)OCC(O)Cn1c(N2CCCC2)nc2c1c(=O)[nH]c(=O)n2C (configuration not stated),-7,83,90,-2%,-1%,-2,92,2,92
Cc1cccc(-n2c(SCc3cc(=O)n4ccsc4n3)nc3ccccc3c2=O)c1,-8,73,82,-33%,-10%,0,179,0,179
COc1ccc(-n2ncc(S(=O)(=O)c3ccccc3)c2-c2ccc(Cl)cc2)cc1,x,x,x,-36%,-2%,-12,121,12,121
C=CCNC(=O)c1ccccc1NC(=O)c1ccccc1C,0,83,84,x,x,1,120,-1,120
COc1cc(C)nc2nc(SCc3ccccc3)nn12,17,98,81,11%,-12%,x,x,x,x
CC(C)Sc1nc2ccccc2c(=O)[nH]1,-22,60,82,14%,-7%,11,185,-11,185
Cc1cc(NC(=O)c2cc3nc(C4CC4)cc(C(F)(F)F)n3n2)no1,4,89,85,8%,1%,3,154,-4,154
COCCNC(=O)c1onc(CSc2ccc(C(C)C)cc2)c1C(=O)O,x,x,x,0%,-1%,-3,165,3,165
CC(C)(C)n1nnc(CCc2nnn(C(C)(C)C)n2)n1,4,104,99,-40%,2%,6,138,-6,138
CC(C)(C)OC(=O)N[C@@H](Cc1ccccc1)c1nnc(SCC(=O)O)o1,2,93,91,2%,-1%,2,117,-2,117
CC(C)(C)N=Cc1cc(-c2ccccc2)sc1O,11,99,87,7%,-5%,4,68,-4,68
Cc1ccc(S(=O)(=O)N2CCN(C(=O)Cc3ccccc3)CC2)cc1,5,83,78,-2%,-3%,1,169,-1,169
Cc1ccc(N(C(=O)C2CCCC2)C2C=CS(=O)(=O)C2)cc1C (configuration not stated),x,x,x,-10%,-1%,44*,159*,-44,159
CC(C)CCOP(=O)(c1ccc(N(C)C)cc1)C(O)c1ccccc1F (configuration not stated),1,92,91,-35%,-8%,7,113,-7,113
CCCc1cc(=O)n2[nH]c(NCc3ccccc3Cl)nc2n1,8,99,91,-50%,2%,-11,100,11,100
CC(C)Cc1cc(C(=O)N2N=C(C(F)F)CC2(O)C(F)F)c2ccccc2n1 (configuration not stated),11,92,81,x,x,12,107,-12,107
COc1cccc(C2CC(c3ccccc3Cl)Nc3nc(N)nn32)c1 (configuration not stated),8,86,79,x,x,-4,67,4,67
CCOC(=O)C1CCCN(C(=O)COC(=O)c2cc(=O)c3ccccc3o2)C1 (configuration not stated),8,96,89,-1%,-6%,2,103,-2,103
# Following part
SMILES,MRP reversal,MRP reversal cytotoxicity,MRP reversal with doxorubicin,PLAP inhibitors HTS,Bcl-B displacement,NFkB transloc pot,NFkB transloc pot cell count 2 µM,IL1B NFkB inh,IL1B NFkB inh cell count 2 µM
CCOC(=O)c1[nH]cnc1C(=O)Nc1ccncc1,-4,64,67,-153%,-8%,1,155,-1,155
COc1cc2cc(C(=O)Nc3ccccc3)c(N)nc2cc1OC,-2,72,73,9%,7%,-8,104,8,104
COC(=O)Nc1nc(C)c(C(=O)c2ccccc2)s1,x,x,x,-9%,8%,23,157,-23,157
COC(=O)c1ccc(COc2ccc3c(C)c(C)c(=O)oc3c2)o1,1,93,93,4%,2%,-5,101,5,101
CC1=C([N+](=O)[O-])C(c2ccccc2)C2=C(N1)c1ccccc1C2=O (configuration not stated),x,x,x,-2%,6%,9,174,-9,174
Cc1ccc(-c2cc(NC(=O)CCl)n(-c3ccccc3)n2)cc1,0,1,1,-6%,-1%,9,116,-9,116
Cc1cccc(NCCNc2cccc(C)c2)c1,-12,68,79,-3%,-13%,5,164,-5,164
COc1ccc(CCN=CC2=C(O)CC(C)(C)CC2=O)cc1,0,100,100,-9%,1%,-6,162,6,162
C/C(=C(\C#N)C(=O)NCCCN1CCOCC1)N(C)C,-3,101,103,-17%,-2%,16,138,-16,138
COCCSc1nnc(NC(=O)C(C)(C)C)s1,9,101,92,-9%,10%,2,152,-2,152
CS(=O)(=O)c1cccc(C(=O)Oc2ccccc2)c1,-11,82,93,6%,1%,-10,213,10,213
COc1ccc2[nH]c(C)c(C(=O)CN3CC(C)OC(C)C3)c2c1 (configuration not stated),x,x,x,-20%,6%,31,86,-31,86
CCOC(=O)C1(C)NC(c2ccc(OC)c(OC)c2)C2C(=O)N(CC)C(=O)C21 (configuration not stated),3,97,94,-24%,-12%,9,124,-9,124
Cn1c(=O)c2c(nc(CN3CCOCC3)n2CCc2ccccc2)n(C)c1=O,-3,93,96,-61%,2%,6,122,-6,122
COc1ccc(CNc2ccc(-c3ccccc3OC)nn2)cc1,-1,84,85,-4%,-6%,10,131,-10,131
COC(=O)CSc1nc(-c2ccccc2)c2c(c1C#N)CCCC2,-16,60,76,-8%,-25%,-4,186,4,186
CC1=C(C(=O)Nc2ccccc2)C(c2ccco2)n2ncnc2N1 (configuration not stated),-6,79,84,4%,4%,13,150,-13,150
CCCCCN(C(=O)COC(=O)c1ccc(Br)o1)c1c(N)n(CCCC)c(=O)[nH]c1=O,x,x,x,6%,10%,29,156,-29,156
CCOC(=O)c1c(NC(=O)CSc2nnc(-c3ccco3)o2)sc(C(C)=O)c1C,-3,82,85,11%,-13%,8,177,-8,177
CCOc1cc(-c2nnc(-c3ccco3)o2)cc(OCC)c1OCC,x,x,x,-22%,-5%,x,x,x,x
O=C1C(=C2CCCCC2)SC(=S)N1Cc1ccco1,-8,11,19,-9%,3%,5,107,-5,107
Cc1cc(C)cc(N(CC(=O)O)S(=O)(=O)c2c(C)noc2C)c1,-15,95,111,-15%,-3%,x,x,x,x
O=C(Nc1ccc2c(c1)OCO2)C(c1ccccc1)N1CCC2(CC1)OCCO2 (configuration not stated),11,94,83,-39%,2%,0,94,0,94
C=CCn1c(SCCOc2ccc(OC)cc2)nnc1C(C)NC(=O)Cc1ccc(OC)cc1 (configuration not stated),-2,79,81,-61%,-12%,13,120,-13,120
Cn1cc(C(=O)C(F)(F)F)c2ccccc21,x,x,x,-13%,8%,-5,117,5,117
COCC(=O)n1nc(-c2ccccc2)nc1NCc1ccc(F)cc1,5,97,92,2%,-1%,2,122,-2,122

# Assay outcomes: PubChem, several laboratories
